# Screens (PubChem BioAssay)
# AT treatment: candidate therapy for ataxia-telangiectasia; […] A-T fibroblasts, KAP-1 phosphorylation AlphaLISA; neocarzinostatin DNA damage 30 min before lysis; 320,000 compounds, 0.19% hits; AID 485349; Potency, µM (top dose mostly 57.5 µM), for inactives: at the top dose activation, most hits filed as activators; also: potency is read from the fitted curve at half-maximal effect; % of control where 0% means no effect; nearly all actives have a fitted effect of over 45% in size
#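 ATM-like activity read as KAP-1 phosphorylation via AlphaLISA donor/acceptor antibody pairs after lysis and 6 hr at 25C. Cells were ATM-null patient fibroblasts ([…], hTERT), dosed 60 min, then exposed to the DSB inducer NCS for 30 min.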
# B2AR arrestin: agonists driving beta-arrestin recruitment to human beta2-adrenergic receptor. Potency, µM (top dose mostly 46.1 µM), inactives show top-dose activation, actives largely listed as activators. 330,000 compounds, 0.02% hits. beta-arrestin recruitment to beta2AR, cell-based reporter;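 also: potency is read from the fitted curve at half-maximal effect; 0% = DMSO controls and full agonism = EC100 isoproterenol or metaproterenol; nearly all actives have a fitted effect of over 65% in size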
# Target sequence (P07550 whole entry, looked up): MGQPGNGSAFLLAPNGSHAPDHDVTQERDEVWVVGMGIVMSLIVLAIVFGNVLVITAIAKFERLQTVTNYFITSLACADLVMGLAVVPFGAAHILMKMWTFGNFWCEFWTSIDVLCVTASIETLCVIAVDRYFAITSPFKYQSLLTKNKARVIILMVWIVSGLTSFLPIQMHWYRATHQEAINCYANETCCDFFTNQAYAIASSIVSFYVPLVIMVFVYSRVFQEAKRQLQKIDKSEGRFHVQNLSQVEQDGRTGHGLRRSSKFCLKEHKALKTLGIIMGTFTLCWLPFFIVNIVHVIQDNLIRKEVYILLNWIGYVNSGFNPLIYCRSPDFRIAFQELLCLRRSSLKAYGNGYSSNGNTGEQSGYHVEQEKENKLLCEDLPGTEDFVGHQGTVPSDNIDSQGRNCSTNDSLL
# TRPV1 ag: human TRPV1 agonism. Q8NER1. TRPV1-expressing cells, Fluo-8 calcium influx, agonist mode. activation, % at 8.33 µM. 320,000 compounds, 0.19% hits. AID 540275; in the data active = activation above about 80%; inconclusive = between about 30% and that limit; also: 0% is about no effect
#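 TRPV1-expressing cells were cultured overnight at 35.5C and loaded with Fluo-8 calcium dye for 40 to 90 min at room temperature. After a 10 s baseline, compound was added and calcium influx was read kinetically for 3 min (ex 480/em 520 nm).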
# p53 reactivation: mutant p53 re-activation in reporter cells | Potency, µM (series often up to 92.2 µM), for the others: at the highest dose activity change, positive = activation, most hits filed as activators | 320,000 compounds, 0.063% hits | H1299 p53-A138V BP100-luciferase reporter, luminescence, 24 h | AID 504706; also: potency is read from the fitted curve at half-maximal effect; % of control where 0% means no effect; nearly all actives have a fitted effect of over 45% in size
#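 H1299 (p53-null), stable ts p53-A138V + BP100-Luc; 1000 cells/well, Opti-MEM/10% FBS; cpd 4 pt, 1:5; 24 h, 37 deg C, 5% CO2; detection reagent 10 min RT; luminescence.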
# a7 integrin act: activators of alpha7 integrin expression for muscular dystrophy; alpha7betagal myoblasts, beta-gal FDG fluorescence, 48 h; 350,000 compounds, 0.064% hits; AID 624291; Potency, µM (titrated, usually from 38.3 µM), inactives show at the top dose activation, hits mostly activators;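 also: potency is read from the fitted curve at half-maximal effect; 100% = response of the positive control SU9516; nearly all actives have a fitted effect of over 60% in size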
#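 Alpha7betagal+/- myoblasts (passage 13) were plated 16-24 hr, then exposed to compounds (1:260 dilution of DMSO stock) for 48 hours at 37C. After MPER lysis, β-galactosidase reporter activity was read as FDG fluorescence (ex 480/em 540) after 30 minutes.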
# BRCA1 expr act: increases BRCA1 expression; Potency, µM (top dose mostly 46.1 µM), for inactives: top-dose activation, usual class: activators; 380,000 compounds, 1.1% hits; MCF7-BRCA1-FFLuc reporter, luminescence, 48 h; response scale: scaled: vehicle 0%, 10 µM genistein 100%; AID 624202; also: potency is read from the fitted curve at half-maximal effect; nearly all actives have a fitted effect of over 80% in size; some results filed as inactive show a strong effect at the top dose
#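 First, MCF7-BRCA1-FFLuc cells (2000/well) attach for 2 h; next, compounds are pin-added and incubated 48 h at 37 °C; finally, luciferase reagent is added and luminescence read after 15 min.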
# ELG1 DNA repair: blocks ELG1-dependent DNA repair in HEK293T cells; HEK293T ELG1-luciferase reporter, luminescence, 16 h; DNA damage induced by 5-fluorouridine; 330,000 compounds, 2.3% hits; Potency, µM (doses to about 46.1 µM), without a hit: at the highest dose activity change, negative = inhibition, usual class: inhibitors; AID 504467; also: potency is read from the fitted curve at half-maximal effect; % is scaled to controls: 0 for no effect and ±100 for the full control effect; nearly all actives have a fitted effect of over 55% in size
#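 Reporter activity after DNA damage by 5-fluorouridine is monitored. Compound-treated cells incubate 16 hr at 37 °C, then ONE-Glo is added for 30 min before luminescence reading.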
# TCR activator: activates T cell receptor signaling. 330,000 tested, under 10 active. primary human leukocytes, anti-CD3, IL-2 HTRF, 48 h. Potency, µM (highest dose often 9.22 µM), without a hit: at the top dose activation of IL-2 secretion, actives largely listed as activators. AID 504894; also: % of control where 0% means no effect
#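 48 hr co-incubation of compounds, a-CD3 beads and primary human leukocytes; IL-2 quantified homogeneously by HTRF with anti-IL-2 K and d2 conjugates.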
# MLL CXXC-DNA inh: inhibitors of human MLL CXXC domain-DNA interaction | Potency, µM (highest dose often 115 µM), for inactives: top-dose activity change, negative = inhibition, actives largely listed as inhibitors | MLL-CXXC / FITC-HOXA9 DNA fluorescence polarization | 290,000 compounds, 0.037% hits | Q03164 | AID 2662; active = well fitted inhibition curve with a large enough effect in the polarisation, with a control signal flat, not every such curve was filed as active; inconclusive = small, poorly fitted or top-dose-only effect, or effect the other way, or a change in a side signal; inactive = no such curve, though single readings can be large or run the other way; the % refers to the polarisation; also: potency is read from the fitted curve at half-maximal effect
#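 Fluorescence polarization: 7 uM MLL-CXXC (stock) preincubated 5 min with compounds, then 50 nM fluorescein-HOX-A9 DNA (stock) added; 30 min ambient. Buffer 50 mM Tris-HCl pH 7.5, 50 mM NaCl, 1 mM DTT, 0.05% BSA.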
# TSG101-PTAP inh: blocks PTAP/TSG101 interaction to inhibit HIV-1 budding. Fluorescence polarization, FITC-PTAP peptide / Tsg101 binding. Potency, µM (top dose mostly 115 µM), without a hit: at the highest dose activity change, negative = inhibition, most hits filed as inhibitors. 340,000 tested, under 10 active; active = well fitted inhibition curve with a large enough effect in the main read-out, with a control signal flat, not every such curve was filed as active; inconclusive = small, poorly fitted or top-dose-only effect, or effect the other way, or a change in a side signal; inactive = no such curve, though single readings can be large or run the other way; also: potency is read from the fitted curve at half-maximal effect; % of control where 0% means no effect
# Target sequence (Q99816 whole entry, looked up): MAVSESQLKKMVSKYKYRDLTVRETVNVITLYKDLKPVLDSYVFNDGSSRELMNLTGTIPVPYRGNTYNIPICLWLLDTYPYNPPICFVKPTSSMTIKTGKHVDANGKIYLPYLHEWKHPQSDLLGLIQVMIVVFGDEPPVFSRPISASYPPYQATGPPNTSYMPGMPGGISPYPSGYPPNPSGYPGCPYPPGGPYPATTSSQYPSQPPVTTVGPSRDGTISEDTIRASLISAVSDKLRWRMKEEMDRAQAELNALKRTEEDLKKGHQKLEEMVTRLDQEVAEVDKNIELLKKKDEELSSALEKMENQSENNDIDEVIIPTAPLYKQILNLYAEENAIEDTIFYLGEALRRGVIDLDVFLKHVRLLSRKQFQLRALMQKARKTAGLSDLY
#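 Compounds were pin-transferred onto Tsg101 binding domain (10 uM final) in HEPES pH 7.5 buffer, then FITC-PTAP peptide was added at 50 nM final. After 20 min at RT, polarization reported peptide displacement across a qHTS concentration series.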
# Starred values were filed as active, the others as inactive; ? = inconclusive; . = no result given; & = joins results of further samples; [ ] = remark or other dose. Unless noted, calls follow the shape of the dose curve; as a rule, active = well fitted curve in the direction sought with a large enough effect; inconclusive = small, poorly fitted or top-dose-only effect, or another doubt; inactive = no such curve, though single readings can be large; an effect the other way counts as inactive or inconclusive.
SMILES,AT treatment,B2AR arrestin,TRPV1 ag,p53 reactivation,a7 integrin act,BRCA1 expr act,ELG1 DNA repair,TCR activator,MLL CXXC-DNA inh,TSG101-PTAP inh
COCCCNCCCOc1ccc(Cl)cc1Br,-3%,0.8%,1,-7%,-69%[inhibitor],1%[1.84 µM],0%,-4%,12%,-2%
CCOC(=O)C1(C)Oc2ccccc2C(C(=O)OC)=C1C(=O)OC (stereo not given),4%,2.7%,.,2%,1%,-2%,-4%,4%[46.1 µM],.,-4%
O=C1c2cccc(OCc3ccc(F)cc3)c2CCN1Cc1ccccc1,4%,0.1%,4,3%,-21%,-39%,?,5%[46.1 µM],-1%,1%
Cc1ccc(NCc2cccnc2)cc1,.,0.0%,12,2%,12%,7%,-3%,9%,2%,-7%
CCNC(=O)NCc1c(C)c(C)n(Cc2ccccc2)c1-n1cccc1,6%,0.0%,?,0%,8%,-62%,?,-5%,-10%,0%
COc1ccc(C2=CC(c3ccc(OC)c(OC)c3)NC(=S)N2)cc1 (stereo not given),-15%,0.3%,-2,1%,-22%,-13%,-14%,-2%,16%,-7%
CCOc1ccc(NC(=O)Cn2c(=O)n(CC3CCCO3)c(=O)c3ccccc32)cc1 (stereo not given),0%,0.5%,2,-2%,1%,-4%&-20%,-19%,-10%,15%,1%
C=CCN(CC=C)S(=O)(=O)c1ccc(NC(=S)NC(=O)/C=C/c2ccccc2)cc1,7%,-0.1%,-1,1%,?,-45%,?,1%,5%,-1%
CCN(Cc1cnn(C)c1)C(=O)CC1C(=O)NCCN1Cc1cccc(OC)c1OC (stereo not given),4%,-0.7%,1,1%,5%,-2%,19%,1%,-1%,0%
COC(=O)C1=C(NC(=O)C2CCCCC2)CCS1,-4%,-0.5%,13,7%,0%,-2%,0%,-2%[46.1 µM],-5%,-4%
CC(=O)Nc1ccc(N2CCCC2)cc1,-6%,0.2%,-5,-7%,26%,-2%,1%,2%,2%,2%
O=C(O)c1ccc(-c2ccccn2)s1,0%,-0.3%,0,0%,-21%,10µM*,?,2%,-6%,-3%
COc1ccccc1NC(=O)c1ccc(NC(=O)COC(=O)C2CCCCC2)cc1,0%,-0.8%,4,-10%,0%,-5%,15%,1%[46.1 µM],7%,0%
CC1=NOC(=O)/C1=C\c1ccccc1,-15%,0.6%,-5,-1%,0%,0%,1%,-6%,-14%,0%
CCC(=O)Nc1ccc(C(=O)CSc2nnc(-c3ccccc3F)n2CCc2ccccc2)cc1,7%,0.0%,-1,-4%,5%,-15%,-16%,1%[46.1 µM],-2%,1%
COc1ccc(N(C(=O)/C=C/C(=O)Nc2cc(C)on2)C(C(=O)NC2CCCC2)c2ccccc2C)cc1 (stereo not given),-2%,0.1%,?,-11%,-53%,-68%,-28%,-2%[46.1 µM],9%,-4%
Cc1ccc(C(=O)NCC(=O)O)o1,-5%,0.1%,0,0%,21%,-1%,-1%,-1%,5%,-7%
COc1ccccc1C(CNC(=O)c1oc2ccccc2c1C)N1CCCC1 (stereo not given),1%,-0.7%,10,4%,-15%,-34%,-21%,6%,.,0%
COc1ccc(-c2noc(N3CCC(C(=O)NCc4ccc(Cl)cc4)CC3)n2)cc1,-9%,0.1%,?,4%,-8%,3%,?,4%,.,?
CCCCN(C)C(=O)c1cc2cc3ccc(OC)cc3nc2s1,-2%,0.0%,24,49%,15%,-40%,?,.,-6%,-2%
CCOC(=O)Cn1cnc2c(nnn2-c2ccccc2)c1=O,3%,-0.4%,-1,.,6%,24%,16%,10%,.,3%
CSCCC(NC(=O)c1ccccc1)C(=O)NNC(=O)c1csc(N2CCOCC2)n1 (stereo not given),-1%,0.5%,1,9%,-17%,-1%,11%,-2%,-3%,1%
Nc1c(C(=O)Nc2ccc(S(=O)(=O)N3CCCC3)cc2)sc2nc3cc4c(cc3cc12)CCC4,-4%,0.3%,-2,?,-40%,-1%,23%,-4%[46.1 µM],-4%,0%
Cc1ccc(CSCc2nnc(SCC(=O)N3CCN(c4ccccc4)CC3)n2C)cc1,-3%,-0.1%,-3,-3%,-14%,-25%,23µM*,10%,-16%,-1%
Cn1c(Cc2ccccc2)nnc1SCC(=O)Nc1ccccc1N1CCOCC1,5%,0.2%,-4,10%,-13%,4%,-4%,-7%,0%,0%
Cc1[nH]n(-c2ccccc2)c(=O)c1N=Nc1ccc2c(c1)OCO2,2%,0.0%,-6,13%,22%,-58%,?,6%,-2%,-2%
COC(=O)c1cc2nc(-c3ccc(OC)c(OC)c3)cc(C(F)(F)F)n2n1,5%,0.0%,1,2%,15%,-10%,-11%,2%,8%,0%
CC1(C)Cc2cccc(OCC(=O)OCc3nnc(-c4ccccc4)o3)c2O1,-5%,0.0%,7,19%,-3%,18%,19%,-4%,.,0%
COc1cc(NC(=O)c2cc3ccccc3cc2OC)ccc1NC(=O)c1cccs1,9%,-0.5%,0,-13%,40%,-22%,15µM*,4%,10%,-8%
CC1(C)Cc2c(C#N)c(N)n(-c3ccccc3)c(=S)c2CO1,-3%,0.0%,3,1%,-6%,-9%,-8%,0%,0%,1%
O=c1c2sc3nc(N4CCOCC4)c4c(c3c2ncn1CCc1ccccc1)CCCC4,-1%,-1.0%,-2,-4%,-1%,30%,-6%,-2%,15%,-3%
COc1ccc(CN2CCN(CC=C(C)C)C(CCO)C2)cc1Cn1cncn1 (stereo not given),8%,-0.9%,0,1%,9%,9%,10%,0%,-1%,-2%
COc1cc(-c2nnc(SCc3cc(=O)oc4cc(C)ccc34)o2)cc(OC)c1OC,-2%,0.5%,0,-3%,-5%,-48%,12µM*,-1%,8%,-5%
Cc1[nH]n(-c2ccccc2)c(=O)c1/C=N/O,-3%,0.2%,5,-2%,28%,10%,13%,.,-3%,-4%
COc1ccc(C(=O)COC(=O)c2ccc([N+](=O)[O-])s2)cc1OC,-2%,-0.2%,1,6%,-56%[inhibitor],-11%,13%,2%,.,0%
Fc1ccccc1CSc1nnc(-c2cccs2)o1,5%,0.0%,?,?,-8%,4µM*,?,-9%,21%,-5%
CCCCn1c(N)c(N(CC)C(=O)CSCC(=O)Nc2ccc(OC)cc2)c(=O)[nH]c1=O,8%,-0.2%,0,0%,29%,-1%,12%,1%,.,-1%
CC(C)C[C@H](N)c1cn([C@@H](Cc2ccc(O)cc2)C(=O)N2CCNCC2)nn1,-3%,-0.3%,3,4%,8%,4%,10%,4%,-23%,-1%
CC(NCc1ccc(OCc2ccc(Cl)cc2)cc1)C(O)c1ccccc1 (stereo not given),3%,-0.2%,0,-5%,-77%[inhibitor],-46%,1%,1%,32%[activator],-4%
O=C1C2C3C=CC(C3)C2C(=O)N1c1cccnc1 (stereo not given),.,.,-4,.,5%,11%,.,.,1%,-11%
Cc1ccc(-c2nn3c(C)nnc3s2)cc1NC(=O)C(C)C,13%,-1.1%,.,-3%,6%,-13%,21%,-1%,9%,1%
COC(=O)c1c(N)sc(C(C)=O)c1C,4%,-1.5%,-2,15%,0%,3%,?,-5%,16%,-6%

# A different layout for part of the listing above.
SMILES: Fc1ccccc1CSc1nnc(-c2cccs2)o1
  AT treatment: 5%	B2AR arrestin: 0.0%	TRPV1 ag: ?	p53 reactivation: ?	a7 integrin act: -8%	BRCA1 expr act: 4µM*	ELG1 DNA repair: ?	TCR activator: -9%	MLL CXXC-DNA inh: 21%	TSG101-PTAP inh: -5%

SMILES: CCCCn1c(N)c(N(CC)C(=O)CSCC(=O)Nc2ccc(OC)cc2)c(=O)[nH]c1=O
  AT treatment: 8%	B2AR arrestin: -0.2%	TRPV1 ag: 0	p53 reactivation: 0%	a7 integrin act: 29%	BRCA1 expr act: -1%	ELG1 DNA repair: 12%	TCR activator: 1%	MLL CXXC-DNA inh: .	TSG101-PTAP inh: -1%

SMILES: CC(C)C[C@H](N)c1cn([C@@H](Cc2ccc(O)cc2)C(=O)N2CCNCC2)nn1
  AT treatment: -3%	B2AR arrestin: -0.3%	TRPV1 ag: 3	p53 reactivation: 4%	a7 integrin act: 8%	BRCA1 expr act: 4%	ELG1 DNA repair: 10%	TCR activator: 4%	MLL CXXC-DNA inh: -23%	TSG101-PTAP inh: -1%

SMILES: CC(NCc1ccc(OCc2ccc(Cl)cc2)cc1)C(O)c1ccccc1 (stereo not given)
  AT treatment: 3%	B2AR arrestin: -0.2%	TRPV1 ag: 0	p53 reactivation: -5%	a7 integrin act: -77%[inhibitor]	BRCA1 expr act: -46%	ELG1 DNA repair: 1%	TCR activator: 1%	MLL CXXC-DNA inh: 32%[activator]	TSG101-PTAP inh: -4%
